From PubChem BioAssay
P. falciparum M17LAP = P. falciparum M17LAP inhibitors, primary screen, biochemical, fluorogenic H-Leu-NHMec substrate, 1536-well (AID 1619). recombinant M17LAP, H-Leu-NHMec fluorogenic kinetic assay; higher % means a stronger effect. one-dose inhibition, % at 30 µM; IC50 in µM for titrated hits. 220,000 compounds, 0.38% hits;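 active means compound inhibiting the enzyme by more than half at any dose during confirmatory dose-response retesting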;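 further: plate controls were full reaction with DMSO carrier for no effect and no enzyme background for full effect; strong numbers were not always called active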
bCat nuc transl = alters nuclear translocation of beta-catenin in HeLa cells. 190,000 compounds, 0.3% hits. nuclear translocation activity, % at 5 µM. immunofluorescence imaging. AID 1665;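 active means nuclear translocation activity above 50% at 5 µM, with a well cell count of 50 or more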;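 further: per-cell ratio of nuclear to cytoplasmic median beta-catenin stain intensity; plate controls were DMSO negative control for no effect and GSK-3 inhibitor IX positive control for full effect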
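Test system: human HeLa cells, endogenous beta-catenin. Times: 24 h compound exposure, 37°C. Measured by: beta-catenin immunofluorescence imaging with DAPI.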
Ins promoter up = MIN6 insulin promoter up-regulation; MIN6 insulin promoter-GFP reporter, high-content imaging; active compounds read high; 190,000 compounds, 0.3% hits; z-score at 5 µM; AID 1625;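 active means z-score above 3 at 5 µM with at least 500 cells counted in the well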
MT stabilize HCS = stabilizes microtubules in HeLa cells. HeLa tubulin immunostaining HCS, 24 h; share of cells brighter than vehicle mean+2SD. AID 2205. 200,000 compounds, 0.83% hits. % tubulin-high responders, % at 10 µM;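 active means plate Z-score above 3 for both tubulin-high and condensed-nucleus cell shares, with cell loss under 80%, at 10 µM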;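 further: anti alpha tubulin signal scored within the nucleus-defined area of each cell; some results filed as inactive read as strong as hits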
NOD1 inhibition = NOD1 signaling inhibitors, primary screen, cell-based, luminescence, uHTS (AID 1578). NOD1-driven NF-kB luciferase reporter cells, luminescence; higher % means a stronger effect. inhibition, % at 4 µM, or EC50 in µM where a hit was titrated. 290,000 compounds, 1% hits; in the data active means inhibition mostly above about 36%, no sharp cut-off; inactive means mostly below about 34%;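 further: HEK-293T reporter cells stimulated with the NOD1 agonist gamma-tri-DAP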
Yfh1-depleted yeast = enhancers of respiration in Yfh1-depleted yeast, dose response, Friedreich's ataxia, plus single-dose screen (AID 1465) | one-dose fold induction at 50 µM; EC50 in µM for titrated hits | 220,000 compounds, 0.074% hits | S. cerevisiae Yfh1-off respiration, WST-1 reduction, 72 h; higher fold induction means a stronger effect;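 active means fold induction of absorbance versus untreated yeast above a set limit, then at least 30% activation at any dose in follow-up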;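 further: activators that raise dye reduction in frataxin-depleted yeast; strong numbers were not always called active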
Dynein cargo inh = dynein cargo transport inhibition | 3617.4 mouse cells, GR-EGFP nuclear translocation imaging; test concentration mostly 20 µM; stimulated with dexamethasone, 1 µM; active compounds read low | 220,000 compounds, 0.47% hits | AID 1381 | z-score, hits read low;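 active means plate z-score of nuclear minus cytoplasmic receptor signal below a set negative limit, without overly bright fluorescence or cell loss, cut at about -3.5 in these data, passing the limit was not always enough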;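 further: z-score of nuclear minus cytoplasmic ring GR-EGFP intensity difference per well; some compounds called inactive have numbers as strong as hits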
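Also added – dexamethasone, 1.0 µM final · Buffer or medium – tet-free, stripped-serum medium · Schedule – induction 48 h, compound 1 h, agonist 30 min · Detection – formaldehyde fixation, Hoechst nuclear stain, 10x automated fluorescence imaging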
HEK293 NOD2/NF-kB = NOD2 signaling inhibitors, cell-based, luminescence, uHTS, HEK293 (AID 1566); 290,000 compounds, 0.63% hits; HEK293 NOD2/NF-kB luciferase reporter, luminescence; higher % means a stronger effect; inhibition, % at 4 µM, or EC50 in µM where a hit was titrated; in the data active means inhibition above about 50%; further: many of its hits are not listed in these tables
Autophagy mod = modulators of autophagy; MEF GFP-LC3 puncta imaging; test concentration mostly 10 µM; calls only at 10 µM (by protocol); 190,000 compounds, 0.98% hits; AID 463193;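 active means percentage of spot-positive cells more than 3 SD above its plate mean, without a fluorescence outlier flag or 80% toxicity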;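 further: spot-positive cell cutoff set from DMSO-treated cells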
Dynein cargo inh cytoplasmic EGFP = recorded beside Dynein cargo inh, whose call it bears; z-score; measured here: cytoplasmic GR-EGFP intensity; active compounds read high
Dynein cargo inh nuclear GR-EGFP = recorded beside Dynein cargo inh, whose call it bears; z-score; measured here: nuclear GR-EGFP intensity;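 lower value marks the stronger effect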
Dynein cargo inh cell count = second read-out of Dynein cargo inh, no call of its own (marks repeat the call); z-score; measured here: cell count per field
Ins promoter up cell count = recorded beside Ins promoter up, whose call it bears; cell count; measured here: cytotoxicity, nuclei count;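 total cells summed across four imaged fields per well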
bCat nuc transl cell count 5 µM = further read-out of bCat nuc transl, marked with its call; cell count; measured here: cell count, cytotoxicity flag
MT stabilize HCS Hoechst-high % = further read-out of MT stabilize HCS, marked with its call; % Hoechst-high responders; measured here: nuclear condensation Hoechst responders;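 share of cells brighter than vehicle mean plus two SD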
MT stabilize HCS cytotoxicity % = second read-out of MT stabilize HCS, no call of its own (marks repeat the call); toxicity, %; measured here: cytotoxicity by cell density;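 0% = mean cell density of plate MIN control wells and 100% = no cells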
Autophagy mod cell loss 18 h = recorded beside Autophagy mod, whose call it bears; toxicity, %; measured here: cell loss, nuclei count;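 cell loss after 18 h compound exposure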
* marks the source's active call; other numbers are inactive results; i = inactive; · = not tested or not shown; & = joins results of further samples. This is a subset, so the mix of outcomes need not match the whole.

SMILES	P. falciparum M17LAP	bCat nuc transl	bCat nuc transl cell count 5 µM	Ins promoter up	Ins promoter up cell count	MT stabilize HCS	MT stabilize HCS Hoechst-high %	MT stabilize HCS cytotoxicity %	NOD1 inhibition	Yfh1-depleted yeast	Dynein cargo inh	Dynein cargo inh cytoplasmic EGFP	Dynein cargo inh nuclear GR-EGFP	Dynein cargo inh cell count	HEK293 NOD2/NF-kB	Autophagy mod	Autophagy mod cell loss 18 h
O=C(NNC1=C(C(=O)C(F)(F)F)CCC1)c1ccc(Cl)cc1	4%	-3.2	959	-0.3	1403	3.1	1.2	1.7	19%	i	-1.1	-0.22	-0.76	0.98	8%	i	13
COc1cc(C(=O)NNC(=O)C2CC=CCC2C(=O)O)cc(OC)c1OC (stereo not given)	3%	-3.0	587	-0.04	1183	7.5	2.2	9.8	-8%	i	-0.24	-0.3	-0.48	0.73	7%	i	-12
CC1(C)[C@@H](O)CC[C@]2(C)C3C(O)C=C4[C@H]5C[C@@](C)(C(=O)O)CC[C@]5(C)CC[C@]4(C)[C@]3(C)CC[C@@H]12 (stereo not given in full)	10%	-1.9	1198	-0.38	1129	·	·	·	11%	i	0.31	-0.58	0.19	-1	16%	·	·
CSCC(=O)Nc1nc(-c2ccc3c(c2)OCCO3)cs1	-2%	-1.0	1114	-0.31	1293	1.2	2.0	6.0	-53%	i	0.12	-0.35	0.9	-0.65	-110%	i	-1
CCO[C@@H]1OC(C(=O)NC2CC2)=C[C@H](C(C)(C)C)[C@H]1CCCO	2%	-0.7	1323	1.1	990	·	·	·	-12%	i	-0.41	-0.84	-0.046	0.026	5%	·	·
COc1ccc(NC(=O)CCN2CCC(C)CC2)cc1	7%	-1.7	1228	-0.84	901	1.6	1.2	5.7	-22%	i	2.1	0.089	0.99	-0.75	2%	i	-4
O=c1c2[nH]c3ccc(F)cc3c2ncn1CC1CCCO1 (stereo not given)	-11%	-0.5	1341	0.28	1332	·	·	·	-3%	i	-0.35	-0.25	-0.41	0.95	-13%	·	·
Cc1ccc(S(=O)(=O)N2CCOCC2)cc1NC(=O)COC(=O)c1ccc2c(c1)OCCO2	5%	-3.0	1034	1.3	1256	6.1	2.1	8.6	-21%	i	-0.24	-0.34	0.2	-0.098	11%	i	4
CC(c1ccccc1)n1cc(C(=O)NCc2ccccn2)nn1 (stereo not given)	1%	1.9	983	0.46	780	0.3	2.6	5.1	12%	i	-0.44	-0.24	0.057	0.61	4%	i	5
CC(C)C(=O)N=c1sc2cc(F)cc(F)c2n1C	2%	·	·	1.6	953	5.8	5.1	2.3	-24%	i	0.25	-0.19	0.39	0.18	4%	i	12
COc1cccc(C(=O)Cn2c(=N)n(C)c3ccccc32)c1	8%	-1.8	1030	-1.4	1017	2.9	2.5	7.5	-65%	i	0.023	-0.27	0.66	-0.09	-157%	i	36
CC(C)(C)OC(=O)N1CCC(C(=O)N2CCCCCC2)CC1	5%	-0.2	1192	·	·	3.4	2.3	6.6	-42%	i	0.95	-0.21	0.8	-0.47	-3%	i	8
Cc1sc(NC(=O)CN(Cc2ccccc2)C(=O)C(C)C)c(C(N)=O)c1C	-4%	-4.5	1261	-0.03	1272	1.8	2.7	11	1%	i	-0.16	-0.27	-0.33	0.14	11%	i	-6
O=C(NC(=S)N(Cc1ccccc1)c1ccccn1)C1CC1	-7%	-0.9	1129	1.1	1529	2.5	1.5	5.1	-7%	i	0.26	-0.25	-0.038	-0.51	1%	i	-1
Cc1nn(-c2ccccc2)c(C)c1/C=N/Nc1nc2ccccc2[nH]1	3%	-0.1	1059	0.1	1307	5.2	5.0	7.3	3%	i	1.3	-0.19	1.5	-1.5	0%	i	4
O=C(/C=C/c1c(F)cccc1Cl)c1ccc(O)cc1	6%	0.0	1328	-0.16	1060	·	·	·	-7%	i	-1.5	-0.063	-0.11	-0.33	-117%	·	·
Cc1cc(C)c(O)c(-c2n[nH]c3c2C(c2cccc(O)c2)N(Cc2ccco2)C3=O)c1 (stereo not given)	-8%	-4.0	1129	0.97	1474	·	·	·	-4%	i	0.5	-0.3	0.24	0.85	8%	·	·
CCOc1ccc(C2C(C(=O)OC)=C(C)N=C3SCCC(=O)N32)cc1OCC (stereo not given)	10%	-1.3	877	0.14	1200	2.5	2.4	5.3	10%	i	-0.87	1.9	-0.15	0.52	-2%	i	13
Cc1[nH]n2c(=O)c3c(nc2c1-c1ccccc1)CCCC3	0%	-4.3	991	-0.41	1424	2.8	2.0	1.0	-8%	i	-0.75	-0.22	-0.3	1.1	4%	i	0
CCC(NC(=O)c1ccccc1NC(=O)c1ccco1)C(=O)NNC(=O)c1ccncc1 (stereo not given)	3%	0.1	1303	-0.21	1101	·	·	·	8%	i	-0.71	-0.28	-0.35	0.91	10%	·	·
CCOCCCN1CN(Cc2ccccc2)CNC1=S	-7%	0.0	1156	-0.06	1464	3.0	2.4	3.2	-44%	i	0.34	-0.25	0.17	-0.0011	11%	i	30
Cc1cccc(C)c1NC1=NC2(CCCCC2)N=C(N)N1	-6%	-6.8	866	0.7	1595	4.1	1.5	2.4	1%	i	-0.37	-0.28	-0.43	0.3	1%	i	13
O=C(N=Nc1c(O)[nH]c2ccc(Cl)cc12)c1cc(-c2cccs2)nc2ccccc12	16%	·	·	0.2	1248	2.4	2.9	2.2	-36%	i	0.54	-0.2	-0.057	-0.4	-2%	i	1
CCOC(=O)c1c(C)n(C(=O)c2ccco2)c(=O)n1C(=O)c1ccco1	10%	-1.9	1019	0.16	1268	3.5	2.3	5.8	5%	i	0.088	-0.36	0.16	-0.33	12%	i	9
O=C(/C=C/c1ccco1)OCC1CCCN2CCCCC12 (stereo not given)	15%	-0.2	1536	·	·	1.1	1.1	3.6	-40%	i	0.34	-0.24	0.73	-0.8	2%	i	24
Cn1c(-c2sc3cc(C(F)(F)F)cnc3c2-c2cccs2)n[nH]c1=S	-4%	-3.4	1022	0.1	1439	1.5	1.7	0.8	-38%	i	-0.56	-0.25	-0.38	0.19	9%	i	-22
CCCN1C(=O)C(O)(C2CC(=O)CC(C)(C)O2)c2ccccc21 (stereo not given)	-1%	-0.6	1062	-0.89	1130	3.2	1.7	2.0	-24%	i	0.12	-0.059	-0.04	-0.18	1%	i	11
O=C(Nc1nccs1)C1CC2CCC1C2 (stereo not given)	9%	-0.4	1389	2.5	1415	1.7	1.5	9.8	20%	i	-0.038	-0.029	0.85	0.64	6%	i	-28
COc1ccccc1CN1CCNC(=O)C1CC(=O)NCCC1=CCCCC1 (stereo not given)	5%	-1.1	969	0.54	1424	8.1	2.0	6.1	17%	i	-0.68	-0.28	-0.53	1.4	7%	i	-26
CSc1ccc(/C=C(\C#N)C(=O)NC2CCCCC2C)cc1 (stereo not given)	-4%	-2.9	517	0.53	1332	3.1	1.9	6.4	-17%	i	-0.11	-0.23	0.61	0.23	18%	i	12
CCN1CCN(c2ncc(C(=O)Nc3c(F)cc(F)cc3Br)c3ccccc23)CC1	-12%	·	·	·	·	3.9	1.7	6.4	17%	i	0.63	-0.066	0.57	0.14	24%	i	7
CC(C)CCN1CCN(Cc2cccc(C(F)(F)F)c2)CC1CCO (stereo not given)	0%	0.0	971	·	·	1.8	1.9	11	1%	i	0.33	-0.33	0.41	0.2	-2%	i	4
Nc1c(C(=O)Nc2ccc(F)cc2)sc(=S)n1-c1ccccc1F	-2%	-0.8	1098	0.96	1190	1.3	1.6	12	-23%	i	1.5	-0.31	0.79	-0.0049	-32%	i	22
C=CCc1ccccc1OCC(O)CN1CCN(Cc2ccc3c(c2)OCO3)CC1 (stereo not given)	11%&5%	2.7	1056	0.27	1220	4.2&3.0	3.0&0.8	6.1&0.7	-27%&-35%	i	-0.17&0.48	-0.17&-0.17	-0.31&-0.28	0.59&-0.22	-44%&-32%	i	-13&-5
OCCN(CC(O)Cn1ccc2ccccc21)CC(O)Cn1ccc2ccccc21 (stereo not given)	15%	0.0	1385	-0.22	1486	3.2	0.9	5.0	27%	·	-0.96	-0.2	-0.19	0.14	17%	i	1
Cc1nnc(NC(=O)CSc2nnc(C)n2-c2ccc(F)cc2)s1	-9%	-4.2	1141	-0.39	1429	2.4	1.9	3.5	-23%	i	-0.4	-0.15	-0.32	-0.15	19%	i	3
Cc1ccc2nc(-c3ccc(SCC(=O)O)nc3)[nH]c2c1	-4%	-6.9	1006	0.15	1506	6.0	3.5	11	-10%	i	1.3	-0.11	1.1	-1.8	18%	i	-10
O=C(Nc1ccc(Br)c(C(F)(F)F)c1)c1ccccc1	9%	1.7	905	0.02	1231	1.3	1.7	12	8%	i	0.033	-0.21	0.27	-0.6	13%	i	-3
Cc1ccc(NC(=O)COc2ccc3oc4c(c3c2)CCCC4)nc1	-1%	2.3	1081	2.3	1122	2.1	2.0	6.4	14%	i	0.53	-0.096	0.58	-0.39	15%	i	-2

Of the compounds above, 2 have a tert-butyl group:
SMILES	P. falciparum M17LAP	bCat nuc transl	bCat nuc transl cell count 5 µM	Ins promoter up	Ins promoter up cell count	MT stabilize HCS	MT stabilize HCS Hoechst-high %	MT stabilize HCS cytotoxicity %	NOD1 inhibition	Yfh1-depleted yeast	Dynein cargo inh	Dynein cargo inh cytoplasmic EGFP	Dynein cargo inh nuclear GR-EGFP	Dynein cargo inh cell count	HEK293 NOD2/NF-kB	Autophagy mod	Autophagy mod cell loss 18 h
CCO[C@@H]1OC(C(=O)NC2CC2)=C[C@H](C(C)(C)C)[C@H]1CCCO	2%	-0.7	1323	1.1	990	·	·	·	-12%	i	-0.41	-0.84	-0.046	0.026	5%	·	·
CC(C)(C)OC(=O)N1CCC(C(=O)N2CCCCCC2)CC1	5%	-0.2	1192	·	·	3.4	2.3	6.6	-42%	i	0.95	-0.21	0.8	-0.47	-3%	i	8
